Screening results as filed in PubChem BioAssay.
Mtb BioA inh = M. tuberculosis BioA enzyme inhibitors, primary screen, biochemical, plate reader, single point, HTS; 7,8-diaminopelargonic acid synthase BioA (Mycobacterium tuberculosis); purified M. tuberculosis BioA enzyme; 360,000 compounds, 0.096% hits; inhibition, % at 9.99 µM; in the data active means inhibition above about 40%
Active calls of the source: *.

SMILES	Mtb BioA inh
C[C@@H]1CCCCO[C@@H](CN(C)S(=O)(=O)c2ccc(Cl)cc2)[C@H](C)CN([C@H](C)CO)C(=O)c2cc(NC(=O)CCC(F)(F)F)ccc2O1	-0.8
COCC#Cc1ccc([C@@H]2[C@H](CO)N3CCCCN(C(=O)NC4CCCC4)C[C@@H]23)cc1	-2.6
CN1CCN(C(=O)C[C@@H]2CC[C@@H]3[C@H](COC[C@@H](O)CN3S(=O)(=O)c3cccc(Cl)c3)O2)CC1	-1.0
CN1C(=O)c2cc(NC(=O)Cc3cccs3)ccc2OC[C@H]2O[C@@H](CC(=O)N[C@H]3CCN(Cc4ccccc4)C3)CC[C@H]21	-1.0
C[C@H](CO)N1C[C@H](C)[C@@H](CN(C)Cc2ccccc2)Oc2cc(-c3ccccc3)ccc2S1(=O)=O	2.1
Cc1ccc(-c2cnc3c(c2)C(=O)N([C@@H](C)CO)C[C@@H](C)[C@H](CN(C)Cc2ccccc2F)O3)cc1	0.4
CCC(=O)N1CCCCN2[C@H](CO)[C@H](c3ccc(-c4cccc(C#N)c4)cc3)[C@H]2C1	5.3
C[C@H]1CN([C@@H](C)CO)C(=O)c2cccc(N(C)C)c2O[C@H]1CN(C)Cc1ccc(C(=O)O)cc1	-0.3
C[C@H]1CN([C@@H](C)CO)C(=O)c2cc(-c3ccc(F)cc3)cnc2O[C@@H]1CN(C)C(=O)c1ccccn1	0.8
COc1cccc(S(=O)(=O)N[C@H]2CC[C@H](CC(=O)NCc3ccc(F)cc3)O[C@@H]2CO)c1	-2.7
COc1ccc(S(=O)(=O)Nc2ccc3c(c2)C(=O)N([C@@H](C)CO)C[C@@H](C)[C@H](CN(C)S(=O)(=O)c2cccs2)O3)cc1	-0.2
C[C@@H]1CN([C@H](C)CO)C(=O)c2cccc(NS(C)(=O)=O)c2O[C@H]1CN(C)C(=O)Nc1ccc(C(F)(F)F)cc1	-3.4
CO[C@@H]1CN(C)C(=O)c2cc(NC(=O)NC3CCCCC3)ccc2OC[C@@H](C)NC[C@@H]1C	-0.2
C[C@@H]1CN([C@@H](C)CO)C(=O)c2cc(NC(=O)c3ccncc3)ccc2O[C@@H](C)CCCCO[C@H]1CN(C)C(=O)Nc1ccc(F)cc1	-2.1
O=C(C[C@H]1C[C@@H]2c3cc(NS(=O)(=O)c4ccc(F)cc4)ccc3O[C@@H]2[C@H](CO)O1)NCc1cc(F)ccc1F	0.0
C[C@@H]1CN([C@H](C)CO)C(=O)c2cc(C3=CCCC3)cnc2O[C@@H]1CN(C)C(=O)c1cccnc1	-3.1
CN(C)C(=O)C[C@@H]1CC[C@H]2[C@@H](COC[C@H](O)CN2Cc2nccs2)O1	-0.1
C[C@@H]1CN([C@@H](C)CO)C(=O)Cc2cc(NS(=O)(=O)c3cn(C)cn3)ccc2O[C@@H]1CN(C)S(=O)(=O)c1cn(C)cn1	-1.0
CCC(=O)Nc1ccc2c(c1)C(=O)N(C)C[C@@H](OC)[C@H](C)CN(C(=O)Cc1ccccn1)[C@H](C)CO2	0.2
C[C@H](CO)N1C[C@H](C)[C@H](CN(C)C(=O)CCCN(C)C)OCCCC[C@H](C)Oc2ccc(NC(=O)Nc3ccc4c(c3)OCO4)cc2C1=O	-2.5
C[C@@H]1CN([C@H](C)CO)C(=O)c2cc(NS(=O)(=O)c3ccc(F)cc3)ccc2O[C@@H](C)CCCCO[C@@H]1CN(C)Cc1ccncc1	0.2
CCNC(=O)C[C@@H]1CC[C@@H]2[C@@H](COc3ccc(NC(=O)c4ccc(F)cc4)cc3C(=O)N2C)O1	3.2
C[C@H](CO)N1C[C@H](C)[C@@H](CN(C)C(=O)c2ccncc2)Oc2cc(C#CC3CC3)ccc2S1(=O)=O	-5.0
C[C@@H]1CCCCO[C@H](CN(C)Cc2ccccc2)[C@H](C)CN([C@@H](C)CO)C(=O)c2cc(NC(=O)C3CCCCC3)ccc2O1	0.8
C[C@@H]1CN([C@H](C)CO)C(=O)c2cc(NC(=O)CCN3CCOCC3)ccc2O[C@@H]1CN(C)Cc1ccc(C(=O)O)cc1	-1.8
O=C(C[C@@H]1CC[C@@H](NC(=O)Nc2cccc(F)c2)[C@@H](CO)O1)NCC1CC1	1.6
Cc1ccc(S(=O)(=O)Nc2ccc3c(c2)C(=O)N([C@@H](C)CO)C[C@@H](C)[C@H](CN(C)S(=O)(=O)c2ccc(Cl)cc2)OCCCC[C@@H](C)O3)cc1	-0.5
CO[C@H]1CN(C)C(=O)c2cc(NS(=O)(=O)CC(F)(F)F)ccc2OC[C@@H](C)N(CC2CCCCC2)C[C@H]1C	-3.5
Cc1noc(C)c1NC(=O)N1C[C@H](O)COC[C@@H]2O[C@H](CC(=O)NCC3CC3)CC[C@H]21	-2.0
COc1ccc(S(=O)(=O)N[C@H]2C=C[C@H](CC(=O)NCc3ccccc3F)O[C@H]2CO)cc1	-2.9
COc1ccccc1S(=O)(=O)N(C)C[C@@H]1Oc2ncc(-c3ccc(C)cc3)cc2C(=O)N([C@H](C)CO)C[C@H]1C	-0.2
CC(C)Cc1ccc(CN2CC[C@@H](NS(=O)(=O)c3ccccc3)C2)cc1	2.2
C[C@H]1CN([C@@H](C)CO)C(=O)c2cc(NC(=O)CCCN(C)C)ccc2O[C@@H]1CN(C)C(=O)Nc1cccc2ccccc12	3.1
C[C@@H](O)C#Cc1ccc([C@@H]2[C@@H](CO)N3CCCCN(C(=O)c4cccc(F)c4)C[C@@H]23)cc1	-3.6
CO[C@@H](CN(C)S(=O)(=O)c1ccc(C)cc1)[C@H](C)CN([C@@H](C)CO)S(=O)(=O)c1cccc(Cl)c1	1.3
C[C@H]1CCCCO[C@H](CN(C)C(=O)Nc2ccccc2)[C@@H](C)CN([C@@H](C)CO)C(=O)c2cc(NS(=O)(=O)c3cn(C)cn3)ccc2O1	2.0
O=C(C[C@@H]1C=C[C@H](NS(=O)(=O)c2cccc(F)c2)[C@@H](CO)O1)N1CCCCC1	-6.0
O=C(C[C@@H]1CC[C@H]2[C@@H](COC[C@H](O)CN2CC2CCCCC2)O1)NCc1ccc(Cl)cc1	1.0
COc1ccc(S(=O)(=O)N(C)C[C@H]2Oc3ccc(NC(=O)CCCCCC(=O)Nc4ccccc4N)cc3CC(=O)N([C@@H](C)CO)C[C@H]2C)cc1	-1.1
CO[C@H]1CN(C)C(=O)c2ccc(NC(C)=O)cc2OC[C@@H](C)N(C(=O)CC2CC2)C[C@H]1C	15
COc1ccccc1NC(=O)N[C@H]1CC[C@@H](CCn2cc(-c3ccccc3)nn2)O[C@H]1CO	4.6
Cc1noc(C)c1S(=O)(=O)N(C)C[C@@H]1OCCCC[C@@H](C)Oc2ccc(NC(=O)Nc3ccc4c(c3)OCO4)cc2C(=O)N([C@@H](C)CO)C[C@@H]1C	-2.2
Cc1ccc(S(=O)(=O)N(C)C[C@@H]2Oc3c(NS(=O)(=O)c4ccc(Cl)cc4)cccc3C(=O)N([C@@H](C)CO)C[C@@H]2C)cc1	-3.3
Cc1ccc(S(=O)(=O)N(C)C[C@H]2Oc3ccc(NC(=O)c4ccncc4)cc3CC(=O)N([C@H](C)CO)C[C@H]2C)cc1	-0.5
C[C@H]1CN([C@@H](C)CO)C(=O)Cc2cc(N(C)C)ccc2O[C@@H]1CN(C)S(=O)(=O)c1ccc(F)cc1	4.3
C[C@H]1CN([C@@H](C)CO)C(=O)c2cc(-c3ccccc3)cnc2O[C@H]1CN(C)Cc1cccnc1	11
O=C(C[C@H]1C=C[C@@H](NC(=O)Nc2cccc(F)c2)[C@@H](CO)O1)NCC1CC1	1.9
COC(=O)C[C@@H]1C[C@H]2c3cc(NS(=O)(=O)c4ccccc4)ccc3O[C@H]2[C@H](CO)O1	-0.1
C[C@H]1CN([C@@H](C)CO)C(=O)c2cc(C#Cc3cccnc3)cnc2O[C@H]1CN(C)S(C)(=O)=O	13
CC(C)N(C[C@@H]1N[C@H](CO)[C@@H]1c1ccccc1)C(=O)c1ccccc1	1.3
C[C@@H]1CN([C@@H](C)CO)C(=O)Cc2cc(NS(=O)(=O)c3cccs3)ccc2O[C@H]1CN(C)C(=O)NC1CCCCC1	-0.5
COc1cccc(S(=O)(=O)Nc2ccc3c(c2)C(=O)N(C)C[C@@H](OC)[C@@H](C)CN[C@H](C)CO3)c1	-2.8
N#C[C@@H]1[C@H](c2ccc(C3=CCCC3)cc2)[C@H](CO)N1C(=O)Nc1ccccc1F	-2.0
COCC(=O)Nc1ccc2c(c1)C(=O)N(C)[C@@H]1CC[C@H](CC(=O)NCCc3ccccc3)O[C@H]1CO2	11
CN1C(=O)c2cc(NC(=O)c3ccc(F)cc3)ccc2OC[C@@H]2O[C@@H](CC(=O)NCC3CCCCC3)CC[C@H]21	-4.1
COCC(=O)Nc1ccc2c(c1)[C@@H]1C[C@@H](CC(=O)N3CCCCC3)O[C@@H](CO)[C@@H]1O2	-2.3
COc1ccc(C(=O)Nc2ccc3c(c2)OC[C@@H](C)N(C(C)=O)C[C@@H](C)[C@H](OC)CN(C)C3=O)cc1	-2.4
CN(C)CC(=O)N[C@@H]1CC[C@H](CCn2cc(C3CCCC3)nn2)O[C@@H]1CO	-0.2
C/C=C/c1ccc([C@@H]2[C@@H](CO)N(c3nc(CC)cs3)[C@@H]2CNC(C)C)cc1	-4.6
C/C=C/c1ccc2c(c1)O[C@@H](CN(C)C(=O)NC(C)C)[C@@H](C)CN([C@H](C)CO)S2(=O)=O	0.9
Continuation:
SMILES	Mtb BioA inh
O=C(C[C@H]1CC[C@@H]2[C@H](COC[C@@H](O)CN2S(=O)(=O)c2cccc(Cl)c2)O1)Nc1ccc(-c2ccccc2)cc1	-0.3
C[C@@H]1CN([C@H](C)CO)C(=O)Cc2cc(NS(=O)(=O)c3ccccc3)ccc2O[C@@H]1CN(C)Cc1ccc(C(=O)Nc2ccccc2N)cc1	-0.4
COc1ccccc1-c1cnc2c(c1)C(=O)N([C@@H](C)CO)C[C@H](C)[C@@H](CN(C)Cc1ccncc1)O2	-0.1
COc1ccccc1CNC(=O)C[C@@H]1C[C@H]2c3cc(NC(=O)Nc4ccc(C(F)(F)F)cc4)ccc3O[C@H]2[C@@H](CO)O1	-0.6
O=C(C[C@H]1CC[C@H]2[C@@H](COC[C@H](O)CN2Cc2cc(F)cc(F)c2)O1)NC1CCC1	-0.4
C[C@@H]1CCCCO[C@H](CN(C)C(=O)Nc2ccc3c(c2)OCO3)[C@@H](C)CN([C@H](C)CO)C(=O)c2cc(NC(=O)c3ccccc3)ccc2O1	-2.4
Cc1ccccc1S(=O)(=O)NCC[C@H]1CC[C@@H](NC(=O)C2CCC2)[C@H](CO)O1	-3.1
COc1ccccc1CNC(=O)C[C@H]1C=C[C@H](NC(C)=O)[C@H](CO)O1	-2.1
C[C@@H]1CN([C@@H](C)CO)C(=O)c2cc(NS(=O)(=O)c3ccccc3)ccc2O[C@@H]1CN(C)C(=O)Nc1ccc2c(c1)OCO2	-2.2
CO[C@H]1CN(C)C(=O)c2cc(NC(=O)Nc3ccccc3F)ccc2OC[C@@H](C)NC[C@H]1C	-0.4
COc1cccc(C(=O)Nc2ccc3c(c2)OC[C@H](C)N(C(=O)C2CCCC2)C[C@@H](C)[C@H](OC)CN(C)C3=O)c1	-1.9
COc1ccccc1CNC(=O)C[C@H]1CC[C@@H]2[C@H](COC[C@H](O)CN2C(=O)Nc2ccc(C(F)(F)F)cc2)O1	2.3
C[C@@H]1CN([C@@H](C)CO)S(=O)(=O)c2ccc(C#CC3CCCC3)cc2O[C@H]1CN(C)Cc1cncnc1	-0.8
Cc1noc(C)c1S(=O)(=O)Nc1ccc2c(c1)C(=O)N([C@H](C)CO)C[C@H](C)[C@H](CN(C)C(=O)c1ccncc1)OCCCC[C@@H](C)O2	-1.2
CCS(=O)(=O)Nc1ccc2c(c1)C(=O)N(C)C[C@@H](OC)[C@@H](C)CN(C(=O)c1ccc3c(c1)OCO3)[C@@H](C)CO2	-0.3
C[C@@H]1CN([C@@H](C)CO)C(=O)c2cccc(NC(=O)Nc3ccc(C(F)(F)F)cc3)c2O[C@H]1CN(C)S(=O)(=O)c1cn(C)cn1	0.3
CO[C@@H]1CN(C)C(=O)c2ccc(NS(=O)(=O)c3ccccc3)cc2OC[C@@H](C)N(Cc2nccs2)C[C@@H]1C	-1.6
O=C(C[C@@H]1CC[C@@H]2[C@H](COC[C@@H](O)CN2C(=O)Nc2ccc(Cl)c(Cl)c2)O1)NCc1ccc(F)cc1	1.0
Cc1ccc(S(=O)(=O)N2C[C@H](O)COC[C@H]3O[C@@H](CC(=O)NCC4CCCCC4)CC[C@@H]32)cc1	1.1
C[C@H](O)C#Cc1cnc2c(c1)C(=O)N([C@@H](C)CO)C[C@H](C)[C@@H](CN(C)Cc1ccc(-c3ccccc3)cc1)O2	4.1

Ordered by formula weight (rising): 4 of the compounds above
SMILES	Mtb BioA inh
O=C(C[C@@H]1CC[C@@H](NC(=O)Nc2cccc(F)c2)[C@@H](CO)O1)NCC1CC1	1.6
CO[C@@H]1CN(C)C(=O)c2cc(NC(=O)NC3CCCCC3)ccc2OC[C@@H](C)NC[C@@H]1C	-0.2
COc1cccc(S(=O)(=O)N[C@H]2CC[C@H](CC(=O)NCc3ccc(F)cc3)O[C@@H]2CO)c1	-2.7
COc1ccc(C(=O)Nc2ccc3c(c2)OC[C@@H](C)N(C(C)=O)C[C@@H](C)[C@H](OC)CN(C)C3=O)cc1	-2.4

A section taken from the entries so far, as a working copy:
SMILES	Mtb BioA inh
C[C@@H]1CN([C@@H](C)CO)S(=O)(=O)c2ccc(C#CC3CCCC3)cc2O[C@H]1CN(C)Cc1cncnc1	-0.8
Cc1noc(C)c1S(=O)(=O)Nc1ccc2c(c1)C(=O)N([C@H](C)CO)C[C@H](C)[C@H](CN(C)C(=O)c1ccncc1)OCCCC[C@@H](C)O2	-1.2
CCS(=O)(=O)Nc1ccc2c(c1)C(=O)N(C)C[C@@H](OC)[C@@H](C)CN(C(=O)c1ccc3c(c1)OCO3)[C@@H](C)CO2	-0.3
C[C@@H]1CN([C@@H](C)CO)C(=O)c2cccc(NC(=O)Nc3ccc(C(F)(F)F)cc3)c2O[C@H]1CN(C)S(=O)(=O)c1cn(C)cn1	0.3

These rows are one share of the data; count on the stated rates, not on these rows.
